Bioassay records deposited in PubChem by Southern Research Specialized Biocontainment Screening Center.
MgcRacGAP inhibition = MgcRacGAP GTPase-activating activity inhibitors, confirmation, biochemical, ADP Hunter fluorescence. Rac GTPase-activating protein 1 (Homo sapiens). MgcRacGAP-stimulated Rac1 GTP hydrolysis, ADP Hunter fluorescence; higher % means a stronger effect; GST-tagged Rac1 F28L mutant substrate. inhibition, % at 30 µM, or IC50 in µM where a hit was titrated. actives 0.6% (n = 340,000). AID 624330, 2012;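 active = first-screen hits whose inhibition reached a set limit at any dose in the follow-up dose series; inconclusive = inhibition above the set first-screen limit but never retested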;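 also: fluorescence reports GDP produced by GAP-driven GTP hydrolysis; strong numbers were not always called active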
* = called active by the depositor. Only part of the results is shown; the hit share may differ from the screen's.

C=CCN(c1ccccc1OC)S(=O)(=O)c1cccc(C(=O)NC2=NCCS2)c1 was read as MgcRacGAP inhibition 4%.
Screening COc1ccc(CNC(=O)CCNS(=O)(=O)c2ccc(NC(C)=O)cc2)cc1OC returned MgcRacGAP inhibition 8%.
Screening CC(COc1ccccc1)OC(=O)Nc1ccccc1 (centres undefined) returned MgcRacGAP inhibition 4%.
O=C(OC(c1ccccc1)c1nccc2ccccc12)c1ccccc1 (centres undefined) was read as MgcRacGAP inhibition 4%.
Screening O=C(CC1CC2CCC1C2)N1CCN(S(=O)(=O)c2ccccc2[N+](=O)[O-])CC1 (centres undefined) returned MgcRacGAP inhibition 0%.
For Cc1ccc(NC(=O)CSc2nc(N)cc(=O)[nH]2)cc1S(=O)(=O)N1CCCCC1 the results were MgcRacGAP inhibition -5%.
`CC(=O)c1c(C)[nH]c(C(=O)CN2CCN(S(=O)(=O)c3ccccc3)CC2)c1C` gave MgcRacGAP inhibition 1%.
CC1CC(=O)Nc2ccccc2N1C(=O)COc1ccccc1C(N)=O (centres undefined) was read as MgcRacGAP inhibition 15%.
Screening COC1=NC2=NCCN2C(OC)=N1 returned MgcRacGAP inhibition 0%.
CCCSc1nc(N)nc2c1ncn2C1OC(CO)C(O)C1O (centres undefined) was read as MgcRacGAP inhibition -5%.
`CCOc1ccc2nc3cc(N=Nc4ccc(N)nc4N)ccc3c(N)c2c1` gave MgcRacGAP inhibition inconclusive.
`O=C(O)c1c2c(nc3ccc(S(=O)(=O)N4CCC(C(=O)NCc5ccccc5)CC4)cc13)CCCC2` gave MgcRacGAP inhibition 5%.
For CCOc1ccc(C(=O)NC2C(=O)N3C(C(=O)O)=C(COC(C)=O)CSC23)cc1OCC (centres undefined) the results were MgcRacGAP inhibition 12%.
`CCOc1ccc(NC(=O)COc2ccc(C(=O)NCC3CCCO3)cc2OC)cc1` (centres undefined) gave MgcRacGAP inhibition 2%.
Cc1ccc([C@@H]2CC=C(C(=O)O)[C@H](c3ccc(Cl)cc3)N2S(=O)(=O)c2ccccc2C)cc1 was read as MgcRacGAP inhibition 6%.
`COc1ccc(C(CNC(=O)CCNC(=O)c2ccccc2Cl)N2CCCC2)cc1` (centres undefined) gave MgcRacGAP inhibition 3%.
Cc1cn([C@H]2C[C@H](O)[C@@H](CNCc3ccccc3OCCCN3CCOCC3)O2)c(=O)[nH]c1=O was read as MgcRacGAP inhibition 10%.
Screening CN(C(=O)CSc1n[nH]c(N)n1)C1CCCCC1 returned MgcRacGAP inhibition 6%.
Screening N#CCCn1nc2c(c1N)CCC2 returned MgcRacGAP inhibition 6%.
`COc1ccc(S(=O)(=O)N2CCC(C(=O)N[C@H](C(=O)NCc3ccccc3)C(C)C)CC2)cc1` gave MgcRacGAP inhibition 2%.
COc1ccccc1-n1nnnc1SCC(=O)NCC1(N2CCCCC2)CCCCC1 was read as MgcRacGAP inhibition -2%.
For COc1ccc(C(=O)N2CCN(c3ccccc3)CC2)cc1S(=O)(=O)NC1CC1 the results were MgcRacGAP inhibition 6%.
For O=C(Nc1ccc2nc(N3CCOCC3)sc2c1)c1ccc(F)cc1 the results were MgcRacGAP inhibition 3%.
O=C(CSc1cccc[n+]1[O-])Nc1ccc(Br)cc1Br was read as MgcRacGAP inhibition -2%.
Screening O=C(NC1(Cc2ccccc2)CCN(Cc2ccc(-c3ccccc3)cc2)C1=O)c1ccccc1 (centres undefined) returned MgcRacGAP inhibition 1%.
Screening CCc1ccc(C#CC2=CC(=O)CC(C)(C)C2)cc1 returned MgcRacGAP inhibition 3%.
COc1ccc2ccccc2c1C=NN1CCCCC1 was read as MgcRacGAP inhibition 15%.
COc1ccc(C(CNC(=O)c2cc(S(=O)(=O)N3CCCCC3)ccc2C)N2CCCC2)cc1 (centres undefined) was read as MgcRacGAP inhibition 2%.
COc1cccc(NC(=O)CSc2nnc3ccc(-c4ccccn4)nn23)c1 was read as MgcRacGAP inhibition 5%.
For O=C(CSc1n[nH]c(=O)n1C1CC1)Nc1ccc(F)c(Cl)c1 the results were MgcRacGAP inhibition -3%.
COc1ccc(CC(=O)OCC(=O)Nc2cccc(C(C)=O)c2)cc1OC was read as MgcRacGAP inhibition 2%.
Screening Cc1cc(C)c(NC(=O)COC(=O)Cn2nc(-c3ccccc3)oc2=O)c(C)c1 returned MgcRacGAP inhibition 3%.
Screening CCCn1nc(C(=O)N2CCN(S(=O)(=O)c3ccc(C)c(C)c3)CC2)c2ccccc2c1=O returned MgcRacGAP inhibition 2%.
Screening Cc1cc(NC(=O)CSCC(=O)OCC(=O)c2ccc(Br)cc2)no1 returned MgcRacGAP inhibition 17%.
`Cc1cc(C)n2nc(SCC(=O)N(CCC#N)c3ccccc3F)nc2n1` gave MgcRacGAP inhibition 5%.
COc1ccc(NC(=O)CSCC(=O)Nc2ccccc2C(=O)N2CCCCC2)cc1 was read as MgcRacGAP inhibition 2%.
COc1ccccc1NS(=O)(=O)c1ccc(C(=O)Nc2ncccc2O)cc1 was read as MgcRacGAP inhibition 2%.
For CCN(CC(=O)Nc1ccc(NC(C)=O)cc1)C(=O)C1(c2ccc(Cl)cc2)CCC1 the results were MgcRacGAP inhibition 4%.
`COc1cc(C=C2CN(C)C(=O)C2=O)ccc1O` gave MgcRacGAP inhibition 20µM*.
`CC1=CN(S(=O)(=O)c2ccc(C)cc2)C[C@@H]2c3ccccc3N(S(=O)(=O)c3ccc(C)cc3)[C@H]12` gave MgcRacGAP inhibition 14%.
CCOC(=O)C1=C(COC(=O)CSc2ccc(C)cc2)NC(=O)NC1C (centres undefined) was read as MgcRacGAP inhibition 1%.
`O=C(COC(=O)COc1ccc(Br)cc1)NCc1ccccc1` gave MgcRacGAP inhibition 3%.
Screening CN(C(=O)CSc1nc2ccc(Cl)cc2[nH]1)C1CCS(=O)(=O)C1 (centres undefined) returned MgcRacGAP inhibition 0%.
C[C@@H]1CN([C@@H](C)CO)C(=O)CCCn2nncc2CO[C@H]1CN(C)C(=O)C1CCCCC1 was read as MgcRacGAP inhibition 13%.
For CCC(C(=O)NC(C)(C)C)N(Cc1ccc(OC)cc1)C(=O)c1snc(C(N)=O)c1N (centres undefined) the results were MgcRacGAP inhibition -5%.
`O=C(NCCCCc1ccccc1)c1cccc(NC(=O)C2CC2)c1` gave MgcRacGAP inhibition 9%.
For Cc1cc(NC(=O)C(C)SCC(=O)OCc2ccc(Cl)cc2Cl)no1 (centres undefined) the results were MgcRacGAP inhibition 1%.
`CC(=O)c1ccc(S(=O)(=O)N(C)CC(=O)Nc2cccc(S(=O)(=O)N3CCCC3)c2)cc1` gave MgcRacGAP inhibition 0%.
For COc1ccc(COC(=O)C2CCN(S(=O)(=O)c3ccc(OC)c(OC)c3)CC2)cc1 the results were MgcRacGAP inhibition 2%.
CC1(c2cccc(Br)c2)NC(=O)N(CC(=O)NCCC2=CCCCC2)C1=O (centres undefined) was read as MgcRacGAP inhibition 13%.
Screening CCN(c1ccccc1)S(=O)(=O)c1ccc(OC)c(NC(=O)Cc2ccc(OC)c(OC)c2)c1 returned MgcRacGAP inhibition 2%.
`COc1cc(OC)cc(C(=O)NNC(=O)CCNS(=O)(=O)c2ccc(C)c(C)c2)c1` gave MgcRacGAP inhibition 3%.
Screening c1ccc2c(c1)Sc1cnccc1N2CC1CO1 (centres undefined) returned MgcRacGAP inhibition 10%.
For CCN(CC)S(=O)(=O)c1cccc(C(=O)NC(C(=O)NCCc2ccccn2)C(C)C)c1 (centres undefined) the results were MgcRacGAP inhibition 2%.
O=C(OCc1cn([C@H]2C[C@H](c3ccc(Cl)cc3)N(Cc3cccs3)C[C@@H]2O)nn1)c1ccccc1 was read as MgcRacGAP inhibition 14%.
For Nc1ncnc2c1ncn2[C@@H]1O[C@H](CNS(=O)(=O)CCCCl)[C@@H](O)[C@H]1O the results were MgcRacGAP inhibition 8%.
Cc1nc(N2CCN(S(=O)(=O)c3ccccc3C#N)CC2)c2c(-c3ccccc3)csc2n1 was read as MgcRacGAP inhibition 3%.
`CCN1C(=O)[C@H]2[C@@H](c3ccc(-c4ccc(C(C)=O)cc4)cc3)N[C@@](C)(C(=O)OC)[C@H]2C1=O` gave MgcRacGAP inhibition 5%.
`CN(Cc1cccc(F)c1)C(=O)CSc1nnnn1C1CC1` gave MgcRacGAP inhibition 8%.
For CC(C)NS(=O)(=O)c1ccc(NC(=O)C(C)OC(=O)CCC(=O)c2cccs2)cc1 (centres undefined) the results were MgcRacGAP inhibition 6%.
CC(C)C(NC(=O)c1ccccc1F)C(=O)NCC(c1ccco1)N1CCCCC1 (centres undefined) was read as MgcRacGAP inhibition -1%.
COc1ccc(C=NNC(=O)c2ccccc2OCc2ccc(F)cc2)c(OC)c1 was read as MgcRacGAP inhibition -1%.
Screening O=C(Nc1ccccc1N1CCCC1)C1CCCO1 (centres undefined) returned MgcRacGAP inhibition 9%.
CC(C)(C)OC(=O)N1CCC(C(=O)Nc2cccc(C(=O)NC3CC3)c2)CC1 was read as MgcRacGAP inhibition 8%.
For CC(=O)c1ccc(N2C(=O)CC(N3CCN(S(=O)(=O)c4ccc(C)c(C)c4)CC3)C2=O)cc1 (centres undefined) the results were MgcRacGAP inhibition 3%.
For Cn1nc(C(=O)OCC(=O)Nc2ccc(SC(F)F)cc2)c2ccccc2c1=O the results were MgcRacGAP inhibition 7%.
`COc1ccc(CCC(=O)Nc2ccc(OC)c(S(=O)(=O)N3CCCCC3)c2)cc1` gave MgcRacGAP inhibition 7%.
Screening CN1CC[C@@H]2C(=O)N3CCc4ccc(-c5ccc6c(c5)OCO6)cc4[C@@H]3C[C@@H]21 returned MgcRacGAP inhibition 3%.
`CCC1C(c2ccccc2)=CCC(C(=O)O)C1C` (centres undefined) gave MgcRacGAP inhibition -1%.
Screening COc1ccc([C@H]2CC(=O)C=C(c3ccccc3-c3ccccc3)C2)cc1 returned MgcRacGAP inhibition 1%.
Screening CC(C)(C)CC(C)(C)SSc1n[nH]c(=S)s1 returned MgcRacGAP inhibition 14%.
Screening COc1ccc(NC(C)=O)cc1NC(=O)c1cccc(S(=O)(=O)N2CCc3ccccc32)c1 returned MgcRacGAP inhibition 6%.
`C=CC[C@@H](CC(=O)N(CCO)Cc1ccccc1)C(=O)N[C@@H](C)COC(=O)[C@@H](CC=C)Cc1ccc(F)cc1` gave MgcRacGAP inhibition 4%.
Screening Cc1ccc(NC(=O)c2ccc(Cl)c(S(=O)(=O)N3CCCCC3)c2)nc1 returned MgcRacGAP inhibition 12%.
Screening COC(=O)c1c[nH]c(=S)n1Cc1ccccc1 returned MgcRacGAP inhibition 10%.

Next section; the last 2 above are carried over.
Screening Cc1ccc(NC(=O)c2ccc(Cl)c(S(=O)(=O)N3CCCCC3)c2)nc1 returned MgcRacGAP inhibition 12%.
Screening COC(=O)c1c[nH]c(=S)n1Cc1ccccc1 returned MgcRacGAP inhibition 10%.
Screening CC1=CC(=O)[C@@H](OC(=O)Nc2ccc(C)cc2)[C@@H](c2ccccc2Br)N1C returned MgcRacGAP inhibition 1%.
C=CC[C@@H](CC(=O)N[C@@H](CO)Cc1ccccc1)C(=O)N[C@H](COC(=O)[C@@H](CC=C)Cc1ccc(F)cc1)Cc1ccccc1 was read as MgcRacGAP inhibition 6%.
Screening COc1ccc(NC(=O)N(C)C[C@H]2Oc3ccc(NC(=O)Cc4ccccc4)cc3C(=O)N([C@H](C)CO)C[C@@H]2C)cc1 returned MgcRacGAP inhibition 6%.
COc1ccc(NC2CCCN(C(=O)C3=NNC(=O)CC3)C2)cc1 (centres undefined) was read as MgcRacGAP inhibition 120µM*.
CC(C)N(C(=O)CSc1ccc(S(=O)(=O)N2CCCCC2)cn1)c1ccccc1 was read as MgcRacGAP inhibition 4%.
Nc1nc(COC(=O)C2CC(=O)N(Cc3ccccc3)C2)nc(Nc2ccccc2)n1 (centres undefined) was read as MgcRacGAP inhibition 4%.
`O=C(CN1C(=O)c2ccccc2S1(=O)=O)Nc1ncc([N+](=O)[O-])s1` gave MgcRacGAP inhibition 7%.

Compounds above containing fluorine (nine):
For O=C(Nc1ccc2nc(N3CCOCC3)sc2c1)c1ccc(F)cc1 the results were MgcRacGAP inhibition 3%.
For O=C(CSc1n[nH]c(=O)n1C1CC1)Nc1ccc(F)c(Cl)c1 the results were MgcRacGAP inhibition -3%.
`Cc1cc(C)n2nc(SCC(=O)N(CCC#N)c3ccccc3F)nc2n1` gave MgcRacGAP inhibition 5%.
`CN(Cc1cccc(F)c1)C(=O)CSc1nnnn1C1CC1` gave MgcRacGAP inhibition 8%.
CC(C)C(NC(=O)c1ccccc1F)C(=O)NCC(c1ccco1)N1CCCCC1 (centres undefined) was read as MgcRacGAP inhibition -1%.
COc1ccc(C=NNC(=O)c2ccccc2OCc2ccc(F)cc2)c(OC)c1 was read as MgcRacGAP inhibition -1%.
For Cn1nc(C(=O)OCC(=O)Nc2ccc(SC(F)F)cc2)c2ccccc2c1=O the results were MgcRacGAP inhibition 7%.
`C=CC[C@@H](CC(=O)N(CCO)Cc1ccccc1)C(=O)N[C@@H](C)COC(=O)[C@@H](CC=C)Cc1ccc(F)cc1` gave MgcRacGAP inhibition 4%.
C=CC[C@@H](CC(=O)N[C@@H](CO)Cc1ccccc1)C(=O)N[C@H](COC(=O)[C@@H](CC=C)Cc1ccc(F)cc1)Cc1ccccc1 was read as MgcRacGAP inhibition 6%.
